# Assay outcomes (PubChem)
# SIAE primary – human SIAE inhibition, primary screen; SIAE FP-Rh probe binding, fluorescence polarization; inhibition, % at 9.66 µM; 370,000 tested, 0.69% active; AID 1053197;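 active means inhibition above a cutoff: mean of compounds within the control limits plus 3 SD of those, cut at about 17% in these data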;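 further: 0% = plate median of compound wells and 100% = probe without SIAE protein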
# Tn6 DDE FP – disrupts Tn6 cyclic peptide binding to fibrin D-Dimer-E complex. P02675. inhibition, % at 8.3 µM. 370,000 tested, 0.21% active. Fibrin DD(E) TRITC-Tn6 fluorescence polarization displacement;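 active means inhibition above a per-campaign cutoff: mean of compounds within control limits plus 3 SD, cut at about 15% in these data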;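 further: 0% = median of all compound wells on the plate and 100% = blocking peptide control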
# LEDGF integ inh – blocks HIV-1 LEDGF/p75-dependent DNA integration. inhibition, % at 3.7 µM. 370,000 tested, 0.64% active. TR-FRET IN-LEDGF/p75 DNA integration, Eu/Cy5;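 active means inhibition above the screen-wide mean plus 3 SD, cut at about 13% in these data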;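 further: signal is the Cy5 over europium emission ratio at 671 and 618 nm; 0% = plate median of compound wells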
# TDP2 absorb – TDP2 (human) inhibition, absorbance primary screen; O95551; recombinant TDP2, T5PNP hydrolysis, p-nitrophenol absorbance 415 nm; inhibition, % at 12.8 µM; 370,000 tested, 0.34% active; AID 720702;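 active means inhibition above the mean of all tested compounds plus 3 SD, set per campaign, cut at about 25% in these data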;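 further: 0% = DMSO with enzyme and 100% = buffer with substrate but no TDP2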
#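 Evaluation: % inhibition relative to enzyme-containing and enzyme-free wells. Material: recombinant human TDP2. Benchmarks: enzyme-free and DMSO wells. Timing: enzyme reaction with compound for 2 h at 37 °C. Compound dosing: 12.8 µM only. Measured by: p-Nitrophenol epi absorbance. Reagent: T5PNP substrate at 5 mM, a TopII-DNA adduct mimic. Replication: single well per compound.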
# TCR-CD3 inh – blocks the human TCR-CD3 interaction; inhibition, % at 9.4 µM; TAMRA-labeled TCR probe fluorescence, biochemical; AID 651800; 360,000 tested, 0.37% active; in the data active means inhibition above about 19%;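 further: recombinant mutant TCR 2C K166C tagged with TAMRA read by polarization; 0% = receptor in buffer alone and 100% = receptor with positive control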
# MBD2 DNA inh – inhibitors of human MBD2 binding to methylated oligonucleotide | inhibition, % at 4.4 µM | TR-FRET | 370,000 tested, 0.31% active | AID 686964 | Q9UBB5; in the data active means inhibition above about 13%
# PRMT1 inh – PRMT1 (human) inhibition, primary screen | AID 652257 | 370,000 tested, 1.3% active | recombinant PRMT1, activity-based probe fluorescence polarization | inhibition, % at 2.79 µM;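 active means inhibition above about 21% made by adding two undisclosed values, limit read from the data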
# UHRF1 binding – blocks human UHRF1 binding to methylated DNA; UHRF1 binding to methylated oligo, TR-FRET; inhibition, % at 4.4 µM; 370,000 tested, 0.75% active; AID 687016; in the data active means inhibition above about 21%;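 further: UHRF1 SRA domain binding a hemimethylated CpG hairpin DNA probe; 0% = median of test compound wells and 100% = reference inhibitor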
# Target sequence (Q96T88 whole entry, looked up, the tested form may be a part): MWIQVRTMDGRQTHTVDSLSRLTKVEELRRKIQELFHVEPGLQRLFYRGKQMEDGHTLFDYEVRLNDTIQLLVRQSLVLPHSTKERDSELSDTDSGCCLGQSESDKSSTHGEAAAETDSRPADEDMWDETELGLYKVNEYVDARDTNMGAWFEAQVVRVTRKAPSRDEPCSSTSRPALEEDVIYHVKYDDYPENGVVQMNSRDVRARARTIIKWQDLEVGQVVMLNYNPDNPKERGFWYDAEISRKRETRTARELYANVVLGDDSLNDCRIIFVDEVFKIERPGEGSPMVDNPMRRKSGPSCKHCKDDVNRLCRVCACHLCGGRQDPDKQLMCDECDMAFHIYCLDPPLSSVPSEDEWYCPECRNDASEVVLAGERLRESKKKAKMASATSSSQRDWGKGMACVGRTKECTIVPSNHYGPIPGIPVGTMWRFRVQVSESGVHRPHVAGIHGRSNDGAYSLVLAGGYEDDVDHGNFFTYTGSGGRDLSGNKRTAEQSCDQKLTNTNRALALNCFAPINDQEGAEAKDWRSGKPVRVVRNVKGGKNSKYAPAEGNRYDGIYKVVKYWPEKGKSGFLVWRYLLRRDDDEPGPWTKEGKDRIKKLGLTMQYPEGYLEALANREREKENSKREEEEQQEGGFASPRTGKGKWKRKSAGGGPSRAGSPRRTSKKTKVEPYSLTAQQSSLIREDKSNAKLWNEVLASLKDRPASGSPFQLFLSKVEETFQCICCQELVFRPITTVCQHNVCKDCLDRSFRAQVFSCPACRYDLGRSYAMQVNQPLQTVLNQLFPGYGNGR
# proKLK7 act – activates the human kallikrein-7 zymogen; purified proKLK7, EDANS-DABCYL substrate fluorescence; 100% is mature enzyme control, 0% vehicle; activation, % at 7 µM; 370,000 tested, 0.9% active; AID 652039;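 active means activation above the mean of all tested compounds plus 3 SD, computed per campaign excluding outliers beyond control limits, cut at about 13% in these data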
# Target sequence (P49862 whole entry, looked up): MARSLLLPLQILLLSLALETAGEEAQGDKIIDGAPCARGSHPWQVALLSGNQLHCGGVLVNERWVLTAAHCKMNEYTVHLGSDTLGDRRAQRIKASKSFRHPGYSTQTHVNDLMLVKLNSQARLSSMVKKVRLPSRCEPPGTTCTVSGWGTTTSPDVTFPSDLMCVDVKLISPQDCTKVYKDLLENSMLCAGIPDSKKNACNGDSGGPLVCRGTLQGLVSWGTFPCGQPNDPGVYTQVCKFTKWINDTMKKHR
# DDE Tn7 FP inh – DD(E)-Tn7 binding inhibition, primary FP screen; P02675; FP displacement of FITC-Tn7 peptide from fibrin DD(E); 0% = median of compound wells per plate; inhibition, % at 8.3 µM; 370,000 tested, 0.13% active; AID 720508;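 active means inhibition above the mean of compounds falling within the control limits plus 3 SD of them, cut at about 14% in these data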;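 further: 0% = plate median of compound wells and 100% = 10 µM Aha-Tn7 peptide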
#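 Measure: % inhibition scaled between sample-field median and high-control FP; Test system: human fibrin DD(E); Quantity: 2 µM final DD(E) protein; Doses: one dose, 8.3 µM nominal; Schedule: compound with protein 10 min, then 3 h after probe, room temperature; Detection: fluorescence polarization; Medium: Tris buffer with calcium and detergent, pH 7.8.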
# * hit, by the source's call; · = no result given. No enrichment for hits; overall some 4.6% were active at least once.
no.	MBD2 DNA inh	UHRF1 binding	TDP2 absorb	proKLK7 act	Tn6 DDE FP	TCR-CD3 inh	PRMT1 inh	LEDGF integ inh	DDE Tn7 FP inh	SIAE primary	Molecule
1	3	5	9	6.8	-1	-9	3	-6	6	-3	CCOC(=O)Nc1cc2c(C)cc(=O)oc2cc1C
2	2	-3	-3	-0.8	6	1	-1	0	-1	-2	COc1ccc(CNC(=O)Cn2ccc([N+](=O)[O-])n2)cc1OC
3	-2	5	-3	-0.5	1	1	4	-2	2	5	COC(=O)C1C(c2ccccc2)C(C(=O)N2CCOCC2)C1c1ccccc1 (stereo not drawn)
4	-2	6	-12	0.5	5	-6	2	2	0	0	CC(CCc1ccccc1)NC(=O)C(Cc1ccccc1)NS(=O)(=O)c1cccs1 (stereo not drawn)
5	5	3	-4	-0.4	-2	-7	8	0	-8	-7	CC(=O)Nc1ccc(S(=O)(=O)N2CCN=C2SCc2cccnc2)cc1
6	1	3	-7	0.0	-1	-1	0	5	2	-3	CCCNC(=O)c1n[nH]c2c1CC(C(C)(C)CC)CC2 (stereo not drawn)
7	1	-2	-4	-0.8	6	3	-2	-4	-3	-6	Cc1c(/C=N\NC(=O)C2(C)CC2(Cl)Cl)cnn1C (stereo not drawn)
8	0	-4	16	7.0	0	3	0	4	2	3	Cc1cc(OCC(=O)NCCCn2ccnc2)c2c(C)c(C)c(=O)oc2c1
9	2	-1	8	-7.7	3	1	3	3	-2	-16	O=c1cc(/C=C/c2ccccc2)oc2c1ccc1ccccc12
10	-1	-2	2	-13	-3	2	1	0	7	-14	O=C(Nc1cccn(Cc2c(Cl)cccc2Cl)c1=O)c1ccc(Cl)cc1Cl
11	1	2	10	-0.3	4	1	-3	-1	2	2	Cc1noc(C)c1NC(=O)Nc1ccc2c(c1)C(=O)N([C@H](C)CO)C[C@@H](C)[C@@H](CN(C)S(=O)(=O)c1cn(C)cn1)OCCCC[C@H](C)O2
12	-5	-2	-5	0.5	-15	-8	-2	4	3	-4	COC(=O)CCN(Cc1cccc(OC)c1OC)S(=O)(=O)c1ccccc1Br
13	2	-2	1	0.7	-2	0	1	-3	-5	-8	Cc1cccc(CC(=O)Nc2ccon2)c1
14	3	0	-5	0.2	-3	12	-1	4	-2	3	Cc1ccc(NC(=O)C2(c3ccccc3)CCOCC2)c([N+](=O)[O-])c1
15	3	0	2	0.3	1	1	-3	1	2	-1	CC(C)(C)C1=C[C@@H](CO)C[C@@H](CO)C1
16	1	2	1	-0.8	0	-7	3	-3	-2	0	Cc1nc2scc(C)n2c(=O)c1S(=O)(=O)N1CCN(c2ccc(F)cc2)CC1
17	3	-1	7	0.4	0	·	4	7	1	0	COCCCN1C(=O)[C@H](CC(=O)NCc2ccc(C)o2)[C@]2(C(=O)OC)CCCCC=C12
18	-6	-5	9	0.6	-5	0	-1	-2	-6	3	Cc1[nH]nc2c1C(c1cnn(C)c1)C(C#N)=C(N)O2 (stereo not drawn)
19	1	0	-3	·	-6	·	4	1	1	-1	O=C(NCc1cccnc1)O[C@H]1CC[C@@]23CCCN2C(=O)CCC[C@H]3C1
20	0	4	-8	0.1	-4	-1	-4	1	3	2	Cc1cc(OCC(=O)NC2CC(C)(C)NC(C)(C)C2)c(C)cc1Br
21	4	0	7	0.2	1	10	-2	1	2	-1	CCOC(=O)c1nn(-c2cccc(C)c2)cc1C(=O)c1ccccc1
22	5	4	10	15*	1	1	0	-2	7	6	CCCCC1C2C(=O)N(c3ccc(C)cc3)C(=O)C2ON1c1ccccc1 (stereo not drawn)
23	2	9	7	0.2	1	3	20	7	-2	8	O=C(/C=C/c1ccco1)c1cccc([N+](=O)[O-])c1
24	0	2	-5	-0.2	3	-2	-2	3	-5	-3	CCCC(=O)N1CCCC(c2cc(C(=O)NCc3ccccc3)no2)C1 (stereo not drawn)
25	-2	0	9	1.1	2	9	0	-2	-2	15	Cn1c(=O)n(C)c2cc(/C=N/NC(=S)NCc3ccccc3)ccc21
26	-4	-1	6	-0.3	2	6	0	2	-1	-2	CN1CCN(S(=O)(=O)c2cccc(C(=O)Nc3nccs3)c2)CC1
27	-6	-2	6	-0.3	-5	6	4	5	-7	0	O=C(CCC1N=C2c3ccccc3N=C(SCc3ccc(F)cc3)N2C1=O)NCc1ccco1 (stereo not drawn)
28	-10	-1	-1	2.8	-1	10	-1	-2	3	2	O=C1c2ccccc2C(=O)N1CCC1(O)C(c2ccccc2)=Nc2ccccc21 (stereo not drawn)
29	-6	-1	-7	-3.3	-2	1	3	-3	-4	0	CC(=O)COc1cc2c(-c3cc4ccccc4o3)cc(=O)oc2cc1C
30	-5	2	-3	0.3	-1	-3	-4	-4	-3	12	CC(C)C(NC(=O)/C=C/c1ccc(F)cc1)C(C)C
31	4	5	-18	-0.1	-11	-6	6	-4	3	-6	COc1ccccc1CNC1CCN(Cc2ccccc2)CC1
32	3	0	-3	-0.2	-1	1	3	-1	-7	-5	CC[C@@H]1C/C=C\Cc2ccccc2[C@@H](C(=O)C[C@@H](O)CC(C)=O)OC1=O
33	-1	1	-9	0.1	1	-7	6	-2	-2	-6	CCCCN(C)C(=O)C1CCC(CNS(=O)(=O)c2ccc3c(c2)CC(C)N3C(C)=O)CC1 (stereo not drawn)
34	-3	2	7	-0.2	-4	0	0	-1	-2	-2	COc1cccc(C2SCC(=O)N2c2ccc(Br)cc2)c1OC (stereo not drawn)
35	-2	2	-18	2.6	6	8	-3	-1	2	-2	CCN(CC)CCN(Cc1cc2cc3c(cc2[nH]c1=O)OCCO3)C(=S)NC
36	0	0	-9	0.4	-4	9	-8	2	3	-3	Cc1ccc(N2C(=O)c3ccccc3C2Nc2ccccc2F)nc1 (stereo not drawn)
37	-2	1	-2	0.2	-2	2	3	2	-6	-1	CS(=O)(=O)c1ccc(Cl)c(C(=O)O)c1
38	4	2	5	0.0	7	-7	4	-4	8	-5	COc1ccccc1C(=O)NC(=O)CSc1nnc(C)s1
39	2	9	-16	0.3	1	3	2	-3	-1	3	Cc1cc(C)n(CCn2nc(C)cc2C)n1
40	3	-3	5	0.6	0	-4	2	-3	-1	6	COc1ccccc1NC(=O)Nc1ccnn1C1CCN(C(=O)C2CCOC2)CC1 (stereo not drawn)
41	2	-2	-3	0.8	9	-4	2	-3	-1	5	CCn1ccnc1CN(C)Cc1cn(-c2ccccc2)nc1-c1ccc(OC)cc1F
42	-4	-2	6	-0.3	5	·	-2	-2	2	-1	O=C(NC1CCCCN(Cc2ccc(OC(F)(F)F)cc2)C1=O)c1ccc(F)c(F)c1 (stereo not drawn)
43	2	2	7	0.5	-6	-2	0	1	2	-3	CC1(C)CC(NC(=O)c2ccc3c(c2)OCO3)CC(C)(C)N1
44	-6	-2	1	0.4	2	8	-3	3	7	-2	O=C1[C@H]2[C@@H](c3ccc(C(F)(F)F)cc3)N[C@]3(CCCN(Cc4ccc(F)cc4)C3=O)[C@H]2C(=O)N1Cc1ccccc1
45	4	-4	9	-0.3	-8	2	0	-2	3	10	COC(=O)c1ccc(C(=O)Nc2nnc(-c3cccnc3)o2)cc1
46	2	-1	26*	0.7	4	-2	0	1	7	12	O=C(NCc1ccccc1Cl)C(=O)NCC1CCCN1S(=O)(=O)c1cccs1 (stereo not drawn)
47	3	2	10	-0.4	3	1	3	2	6	3	C=C(C)Cn1c(-c2ccccc2)nc2ccccc21
48	-1	7	-21	0.2	8	3	-3	3	3	-13	CNC(=O)c1ccc(NC(=O)c2cccc(C(F)(F)F)c2)cc1
49	1	0	0	-16	1	1	4	-2	1	-22	CCOC(=O)c1cc(-c2sc(NC(=O)c3ccccc3)nc2C)n(-c2ccc(Br)cc2)n1
50	4	-3	4	-0.6	6	0	0	1	5	-1	c1ccc(Nc2nc(N3CCNCC3)nc(N3CCOCC3)n2)cc1

# 7 entries from above, set out differently:
entry	Molecule	MBD2 DNA inh	UHRF1 binding	TDP2 absorb	proKLK7 act	Tn6 DDE FP	TCR-CD3 inh	PRMT1 inh	LEDGF integ inh	DDE Tn7 FP inh	SIAE primary
16	Cc1nc2scc(C)n2c(=O)c1S(=O)(=O)N1CCN(c2ccc(F)cc2)CC1	1	2	1	-0.8	0	-7	3	-3	-2	0
17	COCCCN1C(=O)[C@H](CC(=O)NCc2ccc(C)o2)[C@]2(C(=O)OC)CCCCC=C12	3	-1	7	0.4	0	·	4	7	1	0
18	Cc1[nH]nc2c1C(c1cnn(C)c1)C(C#N)=C(N)O2 (stereo not drawn)	-6	-5	9	0.6	-5	0	-1	-2	-6	3
19	O=C(NCc1cccnc1)O[C@H]1CC[C@@]23CCCN2C(=O)CCC[C@H]3C1	1	0	-3	·	-6	·	4	1	1	-1
20	Cc1cc(OCC(=O)NC2CC(C)(C)NC(C)(C)C2)c(C)cc1Br	0	4	-8	0.1	-4	-1	-4	1	3	2
21	CCOC(=O)c1nn(-c2cccc(C)c2)cc1C(=O)c1ccccc1	4	0	7	0.2	1	10	-2	1	2	-1
22	CCCCC1C2C(=O)N(c3ccc(C)cc3)C(=O)C2ON1c1ccccc1 (stereo not drawn)	5	4	10	15*	1	1	0	-2	7	6

# (continued)
no.	MBD2 DNA inh	UHRF1 binding	TDP2 absorb	proKLK7 act	Tn6 DDE FP	TCR-CD3 inh	PRMT1 inh	LEDGF integ inh	DDE Tn7 FP inh	SIAE primary	Molecule
51	2	-1	-11	-0.2	0	-9	4	-1	1	3	Cc1c(C(=O)N/N=C/c2ccccn2)nnn1-c1nonc1N
52	-1	-2	12	0.2	-4	4	-4	0	0	12	O=C(NC1CCCC1)C(c1ccco1)N(C(=O)c1ccco1)c1ccc(F)cc1 (stereo not drawn)
53	-3	0	-4	0.1	2	0	0	1	-8	-8	COc1ccc(NC(=O)CSc2nc3ccccc3c3nc4ccccc4n23)cc1
54	-11	-9	15	0.6	13	-12	19	4	3	-20	Cc1ccccc1C(=O)Nc1ccc2c(C#N)c3nc4ccccc4nc3n2c1
55	-9	-10	-5	1.2	-7	-3	-1	-4	0	2	CO[C@H]1/C=C/O[C@@]2(C)Oc3c(C)c(O)c4c(O)c(c5c(c4c3C2=O)NC2(CCN(CC(C)C)CC2)N=5)=NC(=O)/C(C)=C\C=C\[C@H](C)[C@H](O)[C@@H](C)[C@@H](O)[C@@H](C)[C@H](OC(C)=O)[C@@H]1C
56	2	-2	-5	-0.7	1	6	1	0	0	6	CCOC(=O)c1cnc2c(Cl)cccc2c1NCCN1CCOCC1
57	4	1	-11	0.1	2	5	14	1	-7	-45	COc1ccccc1N1C(=O)c2ccc(C(=O)Nc3cccc(C(C)=O)c3)cc2C1=O
58	-1	1	5	0.3	-3	-3	-4	2	-1	7	CCOc1c(Nc2cccc(Cl)c2)c(=O)c1=O
59	0	-4	3	2.6	0	-7	0	0	0	2	CCc1ccc2oc(-c3ccc(N)cc3)nc2c1
60	-4	2	1	-0.3	-1	-2	2	-3	-5	-4	CC(C)NC(=O)OC1CC2CC1[C@H]1CCCCN1C2=O (stereo partly drawn)
61	0	-2	9	-0.2	-3	6	6	1	0	7	S=c1[nH]nc(-c2ccc3ccccc3n2)n1-c1ccccc1Cl
